Assay outcomes as filed in PubChem.
RNase H inhibition = RNase H inhibition, HIV 1 Gag Pol polyprotein, FRET biochemical assay, screening (AID 372). inhibition, % at 10 µM; hits with a dose series show IC50 in µM. 100,000 compounds, 0.77% hits. HIV-1 RT RNase H, FRET RNA/DNA substrate fluorescence; higher % means a stronger effect; in the data active = inhibition above about 50%
Starred values were filed as active, the others as inactive. An excerpt; the hit share may differ from the screen's.

SMILES	RNase H inhibition
CC1=NN(c2ccccc2)C(=O)C1C(C)C[N+](=O)[O-] (stereo not given)	4%
CCC(=O)N1c2ccc(C)cc2C2=C(SC(C(=O)OC)=C(C(=O)OC)C23SC(C(=O)OC)=C(C(=O)OC)S3)C1(C)C	26%
COc1ccc(/C=C2/C(=O)NN(c3cccc(Cl)c3)C2=O)cc1OC	4%
Cc1c(N2C(=O)/C(=C/c3ccc(-c4ccccc4Cl)o3)SC2=S)c(=O)n(-c2ccccc2)n1C	22%
CCOc1ccc(-c2cc(C(=O)Nc3cc(OC)c(Cl)cc3OC)c3ccccc3n2)cc1	1%
Cc1ccc(OCCOCCOc2ccc(Cl)cc2/C=C2/SC(=S)NC2=O)cc1	34%
Cc1ccc(NC(=O)C(CC(C)C)N2C(=O)c3cc(Cl)c(Cl)cc3C2=O)cc1 (stereo not given)	13%
CCOC(=O)C(=CNc1cc(Cl)c(-c2ccco2)c(Cl)c1)C(=O)OCC	12%
CCc1ccc(/C=N/NC(=O)c2c[nH]c3ccccc23)s1	11%
O=C(NC(=S)Nc1ccc2oc(-c3ccc(I)cc3)nc2c1)c1ccccc1Cl	19%
COC(=O)c1ccc(-c2ccc(/C=C3\SC(=O)N(c4ccccc4)C3=O)o2)cc1	57%*
CCc1ccc(C(=O)/C=C/c2ccc([N+](=O)[O-])o2)cc1	7%
O=C(O)c1ccccc1C(=O)c1ccc2c3c(cccc13)CC2	0%
C=CCSc1nc2ccc(OC)cc2[nH]1	9%
CN(c1ccccc1)N1C(=O)c2cccc3cccc(c23)C1=O	13%
Cc1ccc(C)n1-n1cnc2sc3c(c2c1=O)CCCC3	3%
CC(C)(C)c1cc(C(=O)N/N=C/c2ccc(F)cc2)n[nH]1	6%
COC(=O)c1ccccc1NC(=S)NC(=O)c1cc(I)ccc1Cl	15%
COc1ccc(NC(=O)O/N=C\c2ccc(Br)cc2)cc1	18%
O=C(CCN1CCN(C2C3CC4CC(C3)CC2C4)CC1)N1c2ccccc2Sc2ccc(C(F)(F)F)cc21 (stereo not given)	12%
CCOC(=O)C1=C(C)NC(=O)CC1c1ccccc1F (stereo not given)	12%
COc1ccc(NC(=O)Nc2nnc(-c3ccc(OC)c(OC)c3)s2)cc1	8%
O=C(CCN1C(=O)/C(=C/c2ccccc2Cl)SC1=S)Nc1ccc([N+](=O)[O-])cc1	12%
COc1ccc(OC)c(NC(=S)NC(NC(=O)c2cccc(Cl)c2)C(Cl)(Cl)Cl)c1 (stereo not given)	13%
COc1cc(C)ccc1OCCOCCOc1cc(C)ccc1C(C)C	27%
CC1=C(C(=O)OCc2ccccc2)C(c2ccc(O)c([N+](=O)[O-])c2)C2=C(CC(c3ccccc3)CC2=O)N1 (stereo not given)	14%
CCN(CC)CCCCOc1ccccc1C	10%
O=C(O)CN1C(=O)C(=O)/C(=C(\O)c2ccc(Cl)cc2)C1c1cccc([N+](=O)[O-])c1 (stereo not given)	4%
O=C(O)CCCC(=O)NCCC(c1ccccc1)c1ccccc1	6%
COC(=O)C1=C(C(=O)OC)N(c2ccccc2)/C(=C2/C(=S)C(C)(C)Nc3ccccc32)S1	26%
COc1ccc2ccccc2c1C=Nc1ccc(C)cc1	26%
O=C(Nc1ccc(-c2ccc(NC(=O)c3ccncc3)cc2)cc1)c1ccncc1	4%
C/C(=N\Nc1cc(-n2nc(C)cc2C)nc(C)n1)c1c(F)c(F)c(F)c(F)c1F	15%
N#C/C(=C\c1ccccc1Cl)c1nc(-c2ccc([N+](=O)[O-])cc2)cs1	0%
Cc1ccc(C2C(C(=O)OC(C)C)C(=O)CC(C)(O)C2C(=O)OC(C)C)cc1 (stereo not given)	19%
Cc1[nH]c2c(ccc3ccccc32)c(=O)c1CN1CCOCC1	5%
CCC(=O)NC(c1ccc(OC)cc1)c1c(O)ccc2ccccc12 (stereo not given)	9%
NNC(=O)CCNS(=O)(=O)c1ccc([N+](=O)[O-])cc1	0%
CCOc1ccc(C=Nc2ccc(C(=O)OC)cc2)cc1	0%
CCn1c2ccccc2c2cc(CN3CCN(Cc4cc(OC)ccc4O)CC3)ccc21	12%
CC(C)c1ccc(C2N(c3ccccc3)CCN2c2ccccc2)cc1	8%
CC(C)(C)C(=O)COc1ccc2ccc(=O)oc2c1	3%
O=C(Nc1ccc([N+](=O)[O-])cc1)C(Cc1ccccc1)N1C(=O)c2cc(Cl)c(Cl)cc2C1=O (stereo not given)	16%
COc1ccc(CCNC(=O)c2ccc(Cl)cc2)cc1OC	2%
O=C(Nc1ccc(Br)cc1F)c1coc2ccccc12	4%
c1ccc(Nc2scc(-c3cccs3)[n+]2-c2ccccc2)cc1	10%
CC(Nc1cc(N2CCN(CCO)CC2)ccc1[N+](=O)[O-])C12CC3CC(CC(C3)C1)C2 (stereo not given)	12%
CC(=NCCO)c1c(-c2ccccc2)[nH]n(-c2nc3ccccc3s2)c1=O	11%
COc1ccc(C(=O)NC(=S)Nc2ccc(Br)cn2)cc1	2%
CN(C)c1ccc(C=Nc2ccc(NC(=O)c3ccccc3)c(Cl)c2)cc1	0%
Cc1ccc(/C=N/NS(=O)(=O)c2ccc(Cl)cc2)cc1	9%
Cc1cc2nc(-c3ccc(NC(=O)c4cccc(Cl)c4Cl)cc3)oc2cc1C	18%
CSC1=C(C#N)C(c2ccncc2)C(C(=O)Nc2ccccc2)=C(C)N1 (stereo not given)	5%
CCOC(=O)C1=C(C)N=c2s/c(=C\c3cccs3)c(=O)n2C1c1ccc(C)cc1 (stereo not given)	0%
COc1ccc(CNC(=O)c2ccccc2Br)cc1	0%
COc1ccc(-n2nc3cc(C)c(NC(=O)c4ccc(Br)o4)cc3n2)cc1	10%
Cc1ccc(N=Cc2ccc(C)o2)cc1	8%
CCN(CC)C(=O)Cn1c(O)c(N=NC(=O)c2ccc(C(C)(C)C)cc2)c2ccccc21	13%
Clc1ccc(N=Cc2ccc(OCc3ccccc3)cc2)c(Cl)c1	0%
CCOC(=O)C(CCOc1cc(C)c(Cl)c(C)c1)C(=O)OCC	12%
(list continues)
SMILES	RNase H inhibition
COC(=O)c1cc(-c2ccc(/C=C(\C#N)c3nc4ccccc4[nH]3)o2)ccc1Cl	8%
Cc1[nH]n(-c2nc(-c3ccccc3)cs2)c(=O)c1N=Nc1ccc(C(=O)O)cc1	3%
O=C(Nc1cccc(Cl)c1)Nc1cccc(Cl)c1Cl	16%
COc1ccc(-c2cc(C(F)(F)F)n3nc(C(=O)N4CCCCC4)c(Br)c3n2)cc1	12%
O=c1c2cc3c(=O)n(-c4ncccn4)c(=O)c3cc2c(=O)n1-c1ncccn1	8%
CCOC(=O)C1=C(C)N=c2s/c(=C\c3cc(Cl)cc(Cl)c3O)c(=O)n2C1c1ccccc1Cl (stereo not given)	22%
C=C(C)Cn1c(SCC(=O)NN)nnc1-c1ccc(Br)cc1	1%
O=C(/C=C/c1cccs1)NCCN1CCOCC1	0%
CCCCc1cc(=O)oc2c(C)c(OC)ccc12	10%
CC(C)c1ccc(/C=C/C(=O)NNc2ccc([N+](=O)[O-])cc2)cc1	19%
COc1c(I)cc(I)cc1/C=N/c1c(-c2ccco2)nc2ccccn12	13%
O=C1CC(N2CCN(Cc3ccc4c(c3)OCO4)CC2)C(=O)N1Cc1ccc(Cl)cc1 (stereo not given)	5%
Clc1ccc(/C=N/Nc2nccs2)c(Cl)c1	26%
O=C(O)c1cc(NC(=O)c2ccc(Br)cc2)cc(C(=O)O)c1	10%
CC(=O)C1=C(O)C(=O)N(CCN(C)C)C1c1ccc([N+](=O)[O-])cc1 (stereo not given)	38%
CCCCS(=O)(=O)C(=C(Nc1ccc(OC)cc1)Nc1ccc(OC)cc1)S(=O)(=O)CCCC	10%
CC1=C(C(=O)Nc2ccc(Cl)cc2)C(c2ccc(Cl)cc2)NC(=S)N1 (stereo not given)	0%
COc1cc(C(=O)N2N=C(c3ccccc3)CC2c2ccccc2)cc(OC)c1OC (stereo not given)	19%
CC1(C)CC(=O)C2=C(C1)Nc1cc(C(=O)c3ccccc3)ccc1NC2c1ccccc1Cl (stereo not given)	20%
O=C(Cc1ccccc1)NC(NCc1ccco1)C(Cl)(Cl)Cl (stereo not given)	3%
COC(=O)c1cccc(NC(=O)COc2ccccc2C(C)(C)C)c1	12%
CC1=NNC(=O)C1CC(=O)N/N=C/c1cccc(Cl)c1Cl (stereo not given)	7%
CCOC(=O)/C(C#N)=C/N1CCOCC1	0%
CCOc1ccccc1N(CC(=O)N1CCC(C)CC1)S(=O)(=O)c1ccccc1	4%
Cc1c(C(=O)O)cccc1-n1c(C)cc(/C=C(/C#N)C(=O)NCc2ccccc2)c1C	0%
CC1=C(C)CC(C(=O)NCCc2ccc(S(N)(=O)=O)cc2)C(C(=O)O)C1 (stereo not given)	0%
O=C(NNC(=O)c1c(F)c(F)c(F)c(F)c1F)c1ccccc1	7%
NC(=O)CN(Cc1ccccc1)S(=O)(=O)c1ccccc1	3%
CC(NC(=O)c1c(NC(=O)c2ccco2)sc2c1CCCCC2)c1ccccc1 (stereo not given)	21%
CCOc1cc(/C=C(\C#N)c2nc3ccc(C)cc3[nH]2)ccc1OCc1ccc(Cl)cc1Cl	12%
O=C(NC(=S)Nc1ccc(-c2nc3ncccc3o2)cc1)c1ccc(I)cc1	25%
O=C(N/N=C/c1ccc(-c2cccc(Cl)c2)o1)c1cccnc1	14%
O=S(=O)(Nc1cccnc1)c1ccc(Br)c2ccccc12	32%
O=S(=O)(Nc1ccc(Cl)cn1)c1ccc(Cl)cc1	0%
O=C(NN=C(/C=C/c1ccccc1)/C=C/c1ccccc1)c1cccnc1	4%
Cc1cc(/C=C2\C(=O)NC(=S)N(c3ccccc3F)C2=O)c(C)n1-c1cccc([N+](=O)[O-])c1	25%
Cc1ccccc1OCCC(=O)Nc1ccc(OC(F)(F)F)cc1	3%
CC(=O)c1ccc(NC(=S)NC(NC(=O)c2ccco2)C(Cl)(Cl)Cl)cc1 (stereo not given)	7%
Cc1ccc2oc(-c3ccc(C)c(NC(=O)COc4ccc(Br)cc4)c3)nc2c1	16%
COc1ccc(-n2c(SCCc3ccccc3)nc3ccccc3c2=O)cc1	4%
Cc1ccc(S(=O)(=O)Nc2cc(Sc3ncn[nH]3)c(O)c3ccccc23)cc1	48%
Cc1ccc(/C(O)=C2/C(=O)C(=O)N(CCCn3ccnc3)C2c2ccc(Br)cc2)cc1 (stereo not given)	1%
CC(C)=C1C2CCC1C(C(=O)Nc1ccc(C)c(Cl)c1)C2C(=O)O (stereo not given)	1%
Clc1ccc(C=NN2CCN(C3c4ccccc4-c4ccccc43)CC2)cc1	20%
O=C(Nc1cc(Cl)ccc1C(=O)O)c1ccc(Br)cc1	0%
COc1ccc(C2(CNC(=O)CC#N)CCCC2)cc1OC	4%
CCOc1ccc(C2=CC(=O)C(c3ccccc3)CC2)cc1 (stereo not given)	22%
Cc1ccc(-c2[nH]ncc2/C=N/NC(=O)c2ccc(Br)cc2)cc1	23%
CC(=O)Nc1ccc(/C=C2\C(=O)NN(c3ccccc3)C2=O)cc1	9%
COc1cccc(CN2CCN(Cc3ccccc3[N+](=O)[O-])CC2)c1	7%
COc1ccccc1C1/C(=C(/O)c2ccccc2)C(=O)C(=O)N1c1cccc([N+](=O)[O-])c1 (stereo not given)	11%
Oc1c(Br)cc(Cl)cc1/C=C/c1ccc2cccc(O)c2n1	15%
COC(=O)c1cc(NC(=O)c2ccc(C(C)C)cc2)cc(C(=O)OC)c1	20%
O=C(CSc1ncn(-c2ccccc2)n1)c1ccc(Br)cc1	8%
N#Cc1ccc(Oc2ccc(C(=O)Nc3ccccc3)cc2)cc1	10%
CSc1nnc(-c2ccccc2)n1/N=C/c1cc(O)ccc1Cl	9%
O=C(Nc1ccc2oc(-c3cc(Br)ccc3Cl)nc2c1)c1cccs1	30%
COc1ccccc1N1CCN(/N=C/c2ccc(-c3ccccc3)cc2)CC1	16%
CC1=C(C(=O)OCCc2ccccc2)C(c2ccsc2)C2=C(CCCC2=O)N1 (stereo not given)	27%
O=C(COC(=O)c1ccc(S(=O)(=O)N2CCCCC2)cc1)c1cccc([N+](=O)[O-])c1	12%

Looked up by compound from the entries so far (five):
SMILES	RNase H inhibition
O=C1CC(N2CCN(Cc3ccc4c(c3)OCO4)CC2)C(=O)N1Cc1ccc(Cl)cc1 (stereo not given)	5%
O=C(NNC(=O)c1c(F)c(F)c(F)c(F)c1F)c1ccccc1	7%
COC(=O)c1cc(-c2ccc(/C=C(\C#N)c3nc4ccccc4[nH]3)o2)ccc1Cl	8%
O=C(Nc1ccc(-c2ccc(NC(=O)c3ccncc3)cc2)cc1)c1ccncc1	4%
C=CCSc1nc2ccc(OC)cc2[nH]1	9%

Compounds from the list above containing bromine (16):
SMILES	RNase H inhibition
COc1ccc(NC(=O)O/N=C\c2ccc(Br)cc2)cc1	18%
O=C(Nc1ccc(Br)cc1F)c1coc2ccccc12	4%
COc1ccc(C(=O)NC(=S)Nc2ccc(Br)cn2)cc1	2%
COc1ccc(CNC(=O)c2ccccc2Br)cc1	0%
COc1ccc(-n2nc3cc(C)c(NC(=O)c4ccc(Br)o4)cc3n2)cc1	10%
COc1ccc(-c2cc(C(F)(F)F)n3nc(C(=O)N4CCCCC4)c(Br)c3n2)cc1	12%
C=C(C)Cn1c(SCC(=O)NN)nnc1-c1ccc(Br)cc1	1%
O=C(O)c1cc(NC(=O)c2ccc(Br)cc2)cc(C(=O)O)c1	10%
O=S(=O)(Nc1cccnc1)c1ccc(Br)c2ccccc12	32%
Cc1ccc2oc(-c3ccc(C)c(NC(=O)COc4ccc(Br)cc4)c3)nc2c1	16%
Cc1ccc(/C(O)=C2/C(=O)C(=O)N(CCCn3ccnc3)C2c2ccc(Br)cc2)cc1 (stereo not given)	1%
O=C(Nc1cc(Cl)ccc1C(=O)O)c1ccc(Br)cc1	0%
Cc1ccc(-c2[nH]ncc2/C=N/NC(=O)c2ccc(Br)cc2)cc1	23%
Oc1c(Br)cc(Cl)cc1/C=C/c1ccc2cccc(O)c2n1	15%
O=C(CSc1ncn(-c2ccccc2)n1)c1ccc(Br)cc1	8%
O=C(Nc1ccc2oc(-c3cc(Br)ccc3Cl)nc2c1)c1cccs1	30%
